# MBNL1 CUG block: qHTS Assay for Inhibitors of MBNL1-poly(CUG) RNA binding; Muscleblind-like protein 1 (Homo sapiens), Q9NR56; TR-FRET MBNL1-His/biotin-(CUG)12 binding, 665/545 ratio; Potency, µM (highest dose often 57.5 µM), for inactives: at the top dose activity change, negative = inhibition, hits mostly inhibitors; 280,000 tested, 0.036% active; active = well fitted inhibition curve with a large enough effect in the signal ratio, with a control signal flat, not every such curve was filed as active; inconclusive = small, poorly fitted or top-dose-only effect, or effect the other way, or a change in a side signal; inactive = no such curve, though single readings can be large or run the other way; the % refers to the signal ratio; note: potency is the fitted concentration of half-maximal effect; % is set by controls: 0 for no effect and ±100 for the full control effect
#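 Ratiometric TR-FRET (665 over 545 nm, excitation 340 nm) tracks disruption of MBNL1-His/biotin-(CUG)12 complex after 60 min at room temperature, with compounds at 92 nM to 58 uM final.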
# Gal4-VP16 FLuc: VP16 counterscreen qHTS for inhibitors of ROR gamma transcriptional activity; Drosophila S2 Gal4-VP16 UAS-luciferase, luminescence, 20 h; Potency, µM (highest dose often 53.6 µM), inactives show at the highest dose activity, negative = inhibition, hits mostly inhibitors; 310,000 tested, 3.5% active; AID 2546, 2010;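 note: Gal4-VP16 expression switched on by copper sulfate through the metallothionein promoter; potency is the fitted concentration of half-maximal effect; % is set by controls: 0 for no effect and ±100 for the full control effect; nearly all actives have a fitted effect of over 50% in size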
# ELG1 repair inh: qHTS screen for small molecules that inhibit ELG1-dependent DNA repair in human embryonic kidney (HEK293T) cells expressing luciferase-tagged ELG1; Potency, µM (titrated, usually from 46.1 µM), for the others: top-dose activity change, negative = inhibition, actives largely listed as inhibitors; 330,000 tested, 2.3% active; HEK293T ELG1-luciferase reporter, luminescence, 16 h; DNA damage induced by 5-fluorouridine; note: potency is the fitted concentration of half-maximal effect; % is set by controls: 0 for no effect and ±100 for the full control effect; nearly all actives have a fitted effect of over 55% in size
#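 HEK293T cells expressing luciferase-tagged ELG1 (2,000/well) received 5-Fluorouridine plus compound or DMSO for 16 hr at 37 °C. Luciferase was read by ONE-Glo luminescence after 30 min at room temperature.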
# Menin MLL FP TR: qHTS Assay for Inhibitors Targeting the Menin-MLL Interaction in MLL Related Leukemias: Competition With Texas Red Labeled MLL-derived Mutant Peptide | O00255 | Menin + Texas Red MLL mutant peptide, fluorescence polarization | Potency, µM (series often up to 61.6 µM), for inactives: at the top dose FP activity change, negative = inhibition, actives largely listed as inhibitors | 270,000 tested, 0.23% active; active = well fitted inhibition curve with a large enough effect in the polarisation, with a control signal flat, not every such curve was filed as active; inconclusive = small, poorly fitted or top-dose-only effect, or effect the other way, or a change in a side signal; inactive = no such curve, though single readings can be large or run the other way; the % refers to the polarisation; note: potency is the fitted concentration of half-maximal effect; % of control where 0% means no effect; many of its hits are not listed in these tables
# Target sequence (O00255 whole entry, looked up): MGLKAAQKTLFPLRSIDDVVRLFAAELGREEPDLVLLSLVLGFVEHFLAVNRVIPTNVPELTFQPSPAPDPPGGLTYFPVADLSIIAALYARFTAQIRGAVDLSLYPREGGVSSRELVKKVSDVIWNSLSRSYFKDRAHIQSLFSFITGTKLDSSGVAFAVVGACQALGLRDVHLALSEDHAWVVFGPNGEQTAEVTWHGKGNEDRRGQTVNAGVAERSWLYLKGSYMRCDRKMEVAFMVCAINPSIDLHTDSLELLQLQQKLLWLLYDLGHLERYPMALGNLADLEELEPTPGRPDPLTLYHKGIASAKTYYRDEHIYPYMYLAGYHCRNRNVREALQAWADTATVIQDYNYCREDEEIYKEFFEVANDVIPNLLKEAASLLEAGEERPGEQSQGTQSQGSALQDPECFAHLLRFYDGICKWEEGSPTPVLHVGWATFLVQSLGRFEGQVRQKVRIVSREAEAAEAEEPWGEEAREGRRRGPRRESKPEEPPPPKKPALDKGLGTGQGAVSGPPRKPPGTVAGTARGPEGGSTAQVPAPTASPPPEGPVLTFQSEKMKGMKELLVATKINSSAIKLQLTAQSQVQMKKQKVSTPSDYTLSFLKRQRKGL
# Mito fusion yeast: qHTS Assay for Small Molecule Inhibitors of Mitochondrial Division or Activators of Mitochondrial Fusion | 320,000 tested, 0.23% active | S. cerevisiae fusion-defective mutant growth rescue, CellTiterGlo 48 h | Potency, µM (titrated, usually from 46.1 µM), for inactives: top-dose growth rescue (activation), actives largely listed as activators | AID 485298, 2010;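 note: potency is the fitted concentration of half-maximal effect; % of control where 0% means no effect; nearly all actives have a fitted effect of over 45% in size; temperature-sensitive fusion mutants such as fzo1-1 at 37 °C on non-fermentable ethanol glycerol medium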
#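 Yeast fusion mutant, YPEG (non-fermentable carbon), compound, 48 h at 37C non-permissive; CellTiterGlo added, 10 min RT, luminescence read. Rescued growth = division inhibition.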
# Rab9 promoter act: qHTS Assay for Rab9 Promoter Activators | 320,000 tested, 2.8% active | AID 485297, 2010 | Potency, µM (highest dose often 9.22 µM), without a hit: top-dose activation, negative = inhibition, actives largely listed as activators | Huh7 Rab9 promoter-luciferase reporter, luminescence, 24 h; note: potency is the fitted concentration of half-maximal effect; % of control where 0% means no effect; nearly all actives have a fitted effect of over 60% in size
#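 Luminescence from Amplite-detected luciferase (10 minutes, ambient) reports Rab9 promoter activation. Before that, stable Rab9-luciferase Huh7 cells (1500/well, reduced-serum OP-MEM I plus 10% FBS) were exposed to compound for 24 hours at 37C.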
# RORg inh: qHTS for inhibitors of ROR gamma transcriptional activity | Nuclear receptor ROR-gamma (Mus musculus), P51450 | Drosophila S2 Gal4-RORgamma UAS-luciferase reporter, 20 h | Potency, µM (series often up to 53.6 µM), for inactives: at the top dose activity change, negative = inhibition, most hits filed as inhibitors | 310,000 tested, 5.4% active | AID 2551, 2010; note: potency is the fitted concentration of half-maximal effect; % is set by controls: 0 for no effect and ±100 for the full control effect; nearly all actives have a fitted effect of over 60% in size
# Target sequence (P51450 whole entry, looked up, the tested form may be a part): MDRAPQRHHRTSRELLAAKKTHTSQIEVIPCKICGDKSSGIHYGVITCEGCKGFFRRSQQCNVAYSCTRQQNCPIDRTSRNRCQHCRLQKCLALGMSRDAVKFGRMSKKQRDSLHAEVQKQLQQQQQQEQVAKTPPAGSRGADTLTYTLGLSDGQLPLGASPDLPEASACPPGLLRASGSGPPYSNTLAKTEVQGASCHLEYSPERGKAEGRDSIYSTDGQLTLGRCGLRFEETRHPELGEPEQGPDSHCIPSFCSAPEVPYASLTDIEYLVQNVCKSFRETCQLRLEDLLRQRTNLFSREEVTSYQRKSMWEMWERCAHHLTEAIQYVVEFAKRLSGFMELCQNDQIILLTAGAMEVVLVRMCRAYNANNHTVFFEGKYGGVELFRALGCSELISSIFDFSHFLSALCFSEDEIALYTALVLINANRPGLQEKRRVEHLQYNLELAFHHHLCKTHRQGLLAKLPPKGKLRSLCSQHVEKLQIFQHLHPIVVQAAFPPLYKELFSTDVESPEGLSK
#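 A Gal4/UAS one-hybrid system in insect cells: metallothionein-promoter Gal4–ROR gamma fusion plus Photinus luciferase reporter. Copper sulfate 700 uM final, 20 hr ambient incubation, luminescent detection after 10 min with reagent.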
# PKM2 activator: qHTS Assay for Activators of Human Muscle isoform 2 Pyruvate Kinase | 260,000 tested, 0.34% active | purified PKM2, Kinase-Glo ATP luminescence, activation; response scale: 0% is enzyme alone, no compound | Potency, µM (series often up to 57.5 µM), for the others: at the top dose activation, most hits filed as activators | Pyruvate kinase PKM (Homo sapiens), P14618 | AID 1631, 2009; note: potency is the fitted concentration of half-maximal effect; % is set by controls: 0 for no effect and ±100 for the full control effect; nearly all actives have a fitted effect of over 55% in size
#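 Purified hPK-M2 (>95% pure) converted ADP (0.1 mM final) to ATP with 0.5 mM PEP in 50 mM imidazole pH7.2, KCl, MgCl2, Tween 20, BSA; 1 h at room temperature. ATP detected by Kinase-Glo luminescence.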
# FLuc counter: qHTS profiling assay for firefly luciferase inhibitor/activator using purifed enzyme and Km concentrations of substrates (counterscreen for miR-21 project) | Luciferin 4-monooxygenase (Photinus pyralis), P08659 | purified FLuc, Km substrates, luminescence inhibition | Potency, µM (titrated, usually from 57.5 µM), inactives show top-dose activity change, negative = inhibition, actives largely listed as inhibitors | 360,000 tested, 6.9% active;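 note: potency is the fitted concentration of half-maximal effect; plate controls were vehicle for no effect and reference inhibitor for full effect; nearly all actives have a fitted effect of over 55% in size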
#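 Purified P. pyralis luciferase (10nM final) with 10uM D-luciferin and 10uM ATP (Km levels) in 50mM Tris acetate pH 7.5, 10mM Mg acetate, 0.01% Tween-20, 0.05% BSA; qHTS 6-point titration, ~60 µM downward; luminescence read.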
# NPC1 prom act: qHTS Assay for NPC1 Promoter Activators; Huh7 NPC1 promoter luciferase reporter, 24 h; Potency, µM (top dose mostly 9.22 µM), for inactives: top-dose activation, usual class: activators; 320,000 tested, 2.4% active;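 note: potency is the fitted concentration of half-maximal effect; % of control where 0% means no effect; nearly all actives have a fitted effect of over 60% in size; reporter is driven by a mutant NPC1 promoter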
#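 Readout is luciferase luminescence, reflecting NPC1 promoter activation in stably transfected Huh7 cells after 24 h compound exposure at 37 °C in reduced-serum medium with 10% FBS.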
# KCNH2 3.1 block: qHTS for Inhibitors of KCHN2 3.1: Mutant qHTS; Potassium voltage-gated channel subfamily H member 2, brain isoform KCNH2 3.1 (human); U2OS KCNH2 3.1, thallium flux FluxOr; active compounds read low; activity change, % (tested at about 1.8 µM); 340,000 tested, 0.95% active; AID 720553, 2013;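 active = maximum activity change below -70%; inconclusive = maximum activity change from -70% to -50%; inactive = maximum activity change above -50%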;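 note: thallium influx rate constant from kinetic fluorescence after stimulation buffer; % is set by controls: 0 for no effect and ±100 for the full control effect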
#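 Channel expression came from 3.1 mutant virus (1.77 x 10^8 /mL) applied to suspended U2OS cells for 4 h. Flux was tracked with FluxOr dye plus Red40 quencher, and kinetic rate constants normalized to controls.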
# Numbers without * were called inactive; ? = inconclusive; · = not tested or not shown; & = joins results of further samples; [ ] = another dose, or the depositor's remark. Unless noted, calls come from the whole dose curve; as a rule, active = well fitted curve in the direction sought with a large enough effect; inconclusive = small, poorly fitted or top-dose-only effect, or another doubt; inactive = no such curve, though single readings can be large; an effect the other way counts as inactive or inconclusive. Some of the compounds tested (hit frequency here may not be typical).
SMILES,MBNL1 CUG block,Gal4-VP16 FLuc,ELG1 repair inh,Menin MLL FP TR,Mito fusion yeast,Rab9 promoter act,RORg inh,PKM2 activator,FLuc counter,NPC1 prom act,KCNH2 3.1 block
COC(=O)C1=C(c2ccc(C(C)=O)cc2)C[C@@H]2CC[C@H]1N2C(=O)NCc1ccc(C(F)(F)F)cc1,·,·,7%,·,-2%,-3%,·,·,2%,0%,-2
CC(C)Sc1nnc([C@@H](N)Cc2ccccc2)o1,-13%,11µM*,?,14%,8%,15%,-57%,2%,-9%,14%,7
CCN(CC)C(=O)c1ccc(NC(=O)CCCSc2ccccc2)cc1,2%,5%,-14%,4%,?,-1%,-13%,-1%,2%,-3%,4
Cn1cccc1/C=C1/C(=O)NC(=O)N(Cc2ccc(F)cc2)C1=O,7%,-3%,-13%,·,-4%,-3%,-34%,-5%,5%,-4%,10
COC(=O)C1=C(c2ccc(F)cc2OCc2ccccc2)C[C@@H]2CC[C@H]1N2C(=O)NCCO,·,·,19%,·,0%,-1%,·,·,0%,4%,15
COc1ccc(N2C(=O)CS(=O)C(c3ccccc3)C2=O)cc1 (stereo not given),-12%,-1%[10 µM],15%,-22%,3%,12%,1.3µM*,11%,24µM*,12%,-2
O=Cc1c(C(=O)O)n(Cc2ccc(F)cc2Cl)c2ccccc12,0%,1%,-12%,38%[activator],-5%,-20%,-15%,·,1%,2%,4
CCN(CCO)c1ccc(N=Cc2c(O)n(C)c(=S)[nH]c2=O)cc1,?,-4%,?,·,-3%,?,-3%,5%,1.7µM*,?,6
N#CC(C#N)=NNc1ccc(S(N)(=O)=O)cc1,?,-8%,-1%,·,-4%,1%,7%,-7%,-14%,1%,-2
COCCCn1c(N)c(C(=O)NCCC(C)C)c2nc3ccccc3nc21,-2%,-5%,?,-15%,10%,0%,8%,3%,-4%,-2%,-8
CC(O)(CS(=O)(=O)c1cccc(C(F)(F)F)c1)C(=O)Nc1ccc(C(F)(F)F)cc1 (stereo not given),-4%,-7%,8%,·,-2%,-1%,13%,0%,-1%,1%,-4
COC(=O)C1=C(c2ccc(OC(F)(F)F)cc2)C[C@@H]2CC[C@H]1N2C(=O)N1CCCCC1,·,·,12%,·,22%,-15%,·,·,1%,-13%,1
O=C1NC(=O)C(=Cc2ccc3c(c2)OCO3)C(=O)N1,2%,8%,11%,9%,3%,-3%,-2%,-14%,?,1%,·
COc1ccc(CC2C(=O)NC(=O)N(c3ccccc3)C2=O)c(OC)c1 (stereo not given),-1%,2%,10%,5%,-3%,4%,-8%,-1%,0%,2%,10
O=c1[nH]c(=S)n(CCC2=CCCCC2)c(O)c1C=NCc1cccnc1,2%,-7%,2%,·,0%,0%,-24%,-4%,1%,0%,·
Cc1ccc(OCC(=O)N2CCN(C3CCC(c4ccccc4)CC3)CC2)cc1 (stereo not given),-4%,2%,-2%,?,?,-7%,10%,2%,-5%,-17%,8
CC(=O)c1c(C)n(CCCOC(C)C)c2ccc(O)cc12,-8%,3%,?,-6%,-8%,0%,-5%,2%,2%,-2%,1
Cc1cc(OCc2nn[nH]n2)c2c3c(c(=O)oc2c1)CCC3,26%,2%,1%,-21%,2%,2%,2%,1%,1%,0%,-7
O=c1[nH]c(=S)n(Cc2ccc(F)cc2)c(O)c1C=NCc1ccc2c(c1)OCO2,-7%,-11%,13%,·,-1%,-4%,-11%,-1%,0%,2%,-12
Cn1cc(C=C2C(=O)NC(=O)NC2=O)c2ccccc21,7%,-5%,2%,39%[activator],1%,-3%,1%,·,-9%,0%,-11
CC(=O)Nc1ccc([As](=O)(O)c2ccc([N+](=O)[O-])cc2)cc1,?,3%,6%,·,0%,0%,26%,1%,2%,1%,-15
CN1CCN(Cc2cn(C)c3ccccc23)CC1CCO (stereo not given),-9%,-2%,-9%,10%,1%,-4%,-5%,2%,1%,2%,25
CCOCC(=O)NC1CCSC1=O (stereo not given),17%,4%,1%,0%,2%,-6%,4%,5%,1%,-1%,0
O=C(COC(=O)c1ccc(O)cc1)Nc1ccc(Cl)cc1C(=O)c1ccccc1,-5%,?,?,?,?,-6%,18%,7%,0%,-1%,-4
CNC(=S)NC1CC2CCCC(C1)N2CC(C)C (stereo not given),8%,5%,1%,·,1%,3%,-10%,1%,0%,1%,-7
C[C@@H]1CC[C@@]2(NC1)O[C@H]1C[C@H]3[C@@H]4CC=C5C[C@@H](O)CC[C@]5(C)[C@H]4CC[C@]3(C)[C@H]1[C@@H]2C,1%,-13%,5%,·,-79%[inhibitor],0%,0%,·,-2%,-4%,1
O=C(CCC(=O)N1CC2C[C@@H](C1)Cn1c2cccc1=O)NCCc1ccccc1,-6%,-3%,10%,0%,0%,-6%,-10%,2%,4%,-3%,-3
COC(=O)C1=C(c2ccc(F)cc2OCc2ccccc2)C[C@@H]2CC[C@H]1N2C(=O)N1CCCC1,·,·,?,·,?,2%,·,·,0%,-2%,-21
CN(C)C(=O)Oc1cccc([N+](C)(C)C)c1,?,0%,22%&-1%,?,-10%&-3%&-3%,-14%[46.1 µM],-5%,-8%&6%,2%&0%,0%[46.1 µM],21&-3
CCC12CN3CCN(CC(C3)/C1=N/NC(N)=O)C2,-4%,-1%,16%,6%,6%,2%,-10%,4%,-2%,-2%,-18
O=c1cc(C2CCNCC2)[nH][nH]1,-3%,-2%,-5%,-5%,0%,8%,22%,1%,0%,-2%,-2
CCN(CC)C(=O)Cn1cc(/C=C2\C(=O)NC(=O)N(c3ccccc3F)C2=O)c2ccccc21,-4%,?,?,10%,8%,17%,-19%,·,?,2%,9
COc1ccccc1C(=O)C1CCCN(Cc2cnc(C)s2)C1 (stereo not given),1%,0%,?,-13%,-6%,-1%,39%,0%,-1%,-4%,7
CNCC(O)c1cccc(OC(=O)c2ccccc2C)c1 (stereo not given),-9%,-3%,8%,-12%,-2%,-1%,-18%,-3%,-1%,-5%,-1
CCCCn1c(O)c(/C=C2\C=Nc3ccccc32)c(=O)[nH]c1=O,8%,24%,9%,?,-6%,2%,-14%,·,-5%,1%,-4
CCOC(=O)C1CCN(Cc2ccc(Cl)nc2)CC1,7%,4%,3%,-11%,-10%,-7%[1.84 µM],18%,·,0%,-8%,-3
C[C@H]1CCC/C=C/C2C[C@H](O)CC2[C@H](O)/C=C/C(=O)O1 (stereo not given in full),-17%,-28%,?,-6%,0%,-35%[inhibitor],0%,1%,-2%,-38%[inhibitor],6
CCCCCCn1c(=O)c(C(=O)Nc2nnc(C)s2)c(O)c2ccccc21,4%,-2%,11%,2%,2%,-2%,-21%,-4%,-2%,-2%,·
O=c1[nH]c(=S)n(C2CC2)c(O)c1/C=N/Nc1ccccc1,?,1%,18%,-9%,6%,-1%,13%,0%,?,0%,-47
Cc1ccc(-n2c(-c3nn(C)c(C)c3Cl)n[nH]c2=S)cc1,-2%,-11%,?,3%,6%,7%,?,3%,2%,3%,2
Cc1ccc(/C=C2/C(=O)NC(=O)N(CCc3ccc(F)cc3)C2=O)s1,-8%,-8%,?,?,-3%,1%,-10%,2%,-2%,1%,-3
CCC(C)/C=C(C)/C=C/C1=CC2=C(Cl)C(=O)C(C)(OC(C)=O)C(=O)C2=CO1 (stereo not given),?,-6%,-3%,?,2%,15%,?,-5%,21µM*,-1%,2
CCOP(=S)(OCC)c1ccc(N(C)C)cc1,-3%,5%,6%,26%,0%,-2%,2%,-11%,1%,1%,-16

# High-throughput results deposited in PubChem BioAssay by National Center for Advancing Translational Sciences (NCATS).
